# Assay outcomes (PubChem)
# Akt phos inh: HTS Assay for Inhibitors of Akt Phophorylation: Primary Screen; Neuro2A IGF-stimulated pAkt S473 HTRF, 20 min; active compounds read low; activity change, % for hits at 50 µM; 360,000 compounds, 0.32% hits; in the data active means activity change below about -80%; inconclusive means mostly about -51% to -80%; further: on the % scale 0 is the no-effect control and ±100 the full control effect
#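 Neuro2A cells (4,500/well, DMEM with 0.5% FBS) were treated with compound at a single 50 µM final concentration, stimulated with 6 nM IGF for 20 min at 37 °C, and lysed. Phospho-Akt Ser473 was read by HTRF as 665/615 ratio ×10^4.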
# Nrf2 activator: qHTS of Nrf2 Activators; AREc32 ARE-luciferase reporter (MCF7-derived line), luminescence, 24 h; 410,000 compounds, 0.31% hits; Potency, µM (titrated, usually from 46.1 µM), without a hit: at the highest dose activation, usual class: activators; further: potency means the concentration at half of the fitted maximal effect; % of control where 0% means no effect; nearly all actives have a fitted effect of over 65% in size
#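 AREc32_Fluc, 1000 cells/well, OPTI-MEM + 5% FBS, o/n 37 deg C 5% CO2; 23 nL cpd by pin tool, 24 hr; Steady-Glo 30 min RT, luminescence.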
# CCT chaperon mod: High-Throughput Screening for Modulators of Cytosolic Chaperonin Activity; purified chaperonin ATPase assay, HTRF ADP detection, 30 min; activity change, % (test concentration not listed), hits read low; 360,000 compounds, 0.3% hits; in the data active means activity change below about -30%; further: on the % scale 0 is the no-effect control and ±100 the full control effect
#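 ATPase activity: ADP formed was measured by HTRF Transcreener (665/615 nm ratio) after 30 min at 37 deg C with 10 uM ATP. Compounds screened at one 76 uM concentration against 40 or 20 nM TRiC in Tris pH 7.4/KCl/MgCl2/DTT buffer.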
# TGFb inhibitor: qHTS for Inhibitors of TGF-b | HepG2 CAGA-GFP TGF-b/SMAD3 reporter, GFP fluorescence, 18 h; TGF-beta stimulated, 500 pg/mL final | Potency, µM (titrated, usually from 46.1 µM), without a hit: at the highest dose activity, negative = inhibition, usual class: inhibitors | 410,000 compounds, 1.2% hits; further: potency means the concentration at half of the fitted maximal effect; on the % scale 0 is the no-effect control and ±100 the full control effect; nearly all actives have a fitted effect of over 65% in size
#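 Smad-responsive CAGA-GFP expression was quantified in HEPG2 cells exposed to compounds and 500 pg/mL final TGF-beta for 18 h at 37 degrees C; unstimulated wells defined full inhibition.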
# Mm-Cpn inhibitor: Inhibitors of TCP-1 ring complex (TRiC) of Methanococcus maripaludis (MmCpn): qHTS. Potency, µM (doses to about 76.9 µM), inactives show at the top dose activity, negative = inhibition, most hits filed as inhibitors. purified Mm-Cpn ATPase, ADP Transcreener TR-FRET. Chaperonin Mm-Cpn (Methanococcus maripaludis). AID 504842, 2011. 330,000 compounds, 0.031% hits; further: potency means the concentration at half of the fitted maximal effect; on the % scale 0 is the no-effect control and ±100 the full control effect; nearly all actives have a fitted effect of over 80% in size
#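 ATP (10 uM final) was added to archaeal chaperonin (25 nM final) after 10 min exposure to test compound at 37°C; after 30 min further incubation, ADP was detected by competitive TR-FRET.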
# A549 tox: Nrf2 qHTS screen for inhibitors: counterscreen for cytotoxicity | A549 ARE-Fluc cells, CellTiter-Fluor viability, 18-24 h | Potency, µM (top dose mostly 46 µM), inactives show top-dose activity change, negative = cytotoxicity, actives largely listed as inhibitors | 390,000 compounds, 0.16% hits | AID 504648, 2011; further: potency means the concentration at half of the fitted maximal effect; on the % scale 0 is the no-effect control and ±100 the full control effect
#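 A549 ARE_Fluc cells in 5% FBS OPTI-MEM were exposed to compounds in concentration-response for 18-24 h at 37 deg C. Viability was read by CellTiter-Fluor fluorescence (Ex 405/Em 525) after 30 min, before the luciferase read.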
# Nrf2 block: Nrf2 qHTS screen for inhibitors. A549 ARE-Fluc reporter, luciferase luminescence, 18-24 h. Potency, µM (highest dose often 46 µM), inactives show at the top dose activity change, negative = inhibition, hits mostly inhibitors. 360,000 compounds, 2.1% hits; further: potency means the concentration at half of the fitted maximal effect; on the % scale 0 is the no-effect control and ±100 the full control effect; nearly all actives have a fitted effect of over 60% in size
#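 Cells were seeded and rested 2 h, then exposed to compounds for 18-24 h. CellTiter-Fluor was read first as a viability measure. BugLite was added 15 min before the final luminescent read of ARE-luciferase activity in A549 cells.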
# HepG2 viability: qHTS for Inhibitors of TGF-b: Cytotox Counterscreen; HepG2 CAGA-GFP viability, ATP luminescence, 18 h; Potency, µM (highest dose often 46.1 µM), without a hit: at the top dose activity change, negative = cytotoxicity, actives largely listed as cytotoxic; 410,000 compounds, 0.76% hits; further: potency means the concentration at half of the fitted maximal effect; some results filed as inactive show a strong effect at the top dose
#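 HepG2 CAGA-GFP cells (1000/well, DMEM with 1% FBS) received compound, then TGF-beta at 500 pg/mL final, and were incubated 18 hours at 37 degrees C. Viability was read by CellTiter-Glo luminescence. Media-only wells were set as complete cell-killing and DMSO as no toxicity.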
# Abeta yeast res: qHTS for compounds that reverse cellular toxicity of Amyloid beta (A-beta) peptide in yeast: Primary Screen; 410,000 compounds, 0.063% hits; Potency, µM (highest dose often 46.1 µM), for the others: top-dose growth rescue, most hits filed as activators; AID 1347071, 2019; yeast expressing A-beta42, growth rescue, OD600, 48 h; response scale: 0% DMSO, 100% iron-clioquinol control; further: potency means the concentration at half of the fitted maximal effect; nearly all actives have a fitted effect of over 55% in size
#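 Yeast A-beta toxicity model in growth medium with pinned compounds, 48 h at 30 C; growth read as absorbance at 600 nm. Normalized to FeCl3/clioquinol equimolar mix (positive) and DMSO (negative).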
# Active calls of the source: *; i = inactive; ? = inconclusive; . = not tested or not shown; [ ] = another dose, or the depositor's remark. Unless noted, the call rests on the fitted dose curve; in most records, active means well fitted curve in the direction sought with a large enough effect; inconclusive means small, poorly fitted or top-dose-only effect, or another doubt; inactive means no such curve, though single readings can be large; an effect the other way counts as inactive or inconclusive.
SMILES,Akt phos inh,Nrf2 activator,CCT chaperon mod,TGFb inhibitor,Mm-Cpn inhibitor,A549 tox,Nrf2 block,HepG2 viability,Abeta yeast res
COc1cc(S(=O)(=O)N2CCOCC2)ccc1F,i,0.0%,0.1,-10.3%,-0.2%,-10.6%,-1.9%,-0.1%,12.2%
COC(=O)c1cn(NC(=O)c2ccccc2[N+](=O)[O-])c(=O)c2ccccc12,i,7.2%,-2.2,3.0%,3.5%,3.2%,2.0%,1.7%,-20.2%
Cc1cc(NC(=O)c2cccc3ccccc23)cc(C)c1OCC(=O)N1CCOCC1,i,-0.4%,0.3,0.0%,1.9%,3.0%,1.8%,-0.3%,-6.1%
CCC1CN(C(=O)Nc2cc(Cl)ccc2C(=O)OC)c2ccccc2S1 (stereo not given),.,0.3%,.,2.0%,.,?,?,-1.1%,-7.6%
Cc1nnc2sc(COc3ccccc3)nn2c1=O,i,-0.3%,0.4,1.5%,0.4%,-6.0%,0.7%,-11.7%,-12.3%
CCN(CCO)Cc1cc(=O)oc2c(C)c(C)ccc12,i,0.3%,-0.9,-1.1%,1.4%,5.2%,7.3%,-22.1%,4.6%
COCCOC(=O)c1c(C)n(C)c2ccc(OC(=O)c3ccccc3F)cc12,i,4.0%,0.4,11.8%,2.2%,6.6%,3.3%,0.1%,-0.8%
COC(=O)c1cc(S(=O)(=O)N2CCCCC2C)c[nH]1 (stereo not given),.,-0.2%,-0.1,12.8%,-0.9%,-6.8%,-19.8%,-1.0%,2.1%
Cc1ccccc1NC(=O)C1CCCN1/C=C/C(=O)C(F)(F)F (stereo not given),i,-0.5%,-1.1,2.3%,0.9%,-0.1%,-22.6%,-1.7%,6.5%
C[C@H](CO)N1C[C@H](C)[C@@H](CN(C)Cc2cccnc2)Oc2ncc(-c3cccc(C#N)c3)cc2C1=O,i,-0.7%,3.3,13.8%,.,.,.,-2.9%,-6.5%
CN(C)S(=O)(=O)c1cccc(NC(=O)C(c2ccccc2)c2ccccc2)c1,i,0.2%,1.4,12.2%,1.3%,2.6%,?,-3.0%,3.8%
CC(C)Cn1nc(C(=O)NCc2ccccc2CN2CCCC2)c2ccccc2c1=O,i,-0.1%,-1.4,-5.5%,0.5%,-18.6%,0.0%,-15.5%,3.9%
COc1cccc(N2CCN(C(=O)c3cccc(S(=O)(=O)N4CCCC4)c3)CC2)c1,i,-2.0%,-1.7,-1.7%,.,.,.,8.6%,3.1%
NC(=O)c1ccccc1NC(=O)CC1(CC(=O)O)CCCC1,i,-0.4%,-1.3,2.3%,0.7%,1.8%,-7.7%,10.6%,1.3%
O=C(Oc1oc(-c2ccco2)nc1C=Nc1ccc(Cl)cc1)c1ccco1,i,15.2%,-3.3,-3.0%,1.0%,-2.7%,.,0.7%,-10.6%[9.22 µM]
Cc1nnc(N2CCCC(C(=O)NCc3ccccc3)C2)c2nn(-c3ccccc3)c(C)c12 (stereo not given),.,0.5%,.,-1.6%,.,-2.5%,-5.8%,2.2%,-0.2%
CCOC(=O)c1cc2occc2n1CC(=O)NC1CCC(C)CC1 (stereo not given),i,-0.3%,-2.8,4.8%,-0.2%,-2.4%,23.8%,4.7%,17.5%
Cc1cccc(NC(=O)c2cnn(-c3ccccc3)c2-n2cccc2)c1C,.,0.1%,.,?,.,0.2%,?,-42.1%,4.8%
CC(C)(C)C(=O)NC1CC(=O)N(c2ccc3c(c2)OCCO3)C1 (stereo not given),.,-1.1%,.,17.4%,.,5.2%,.,2.8%,-10.3%
Cc1ccccc1-c1nc(CS(=O)(=O)CC(=O)Nc2c(C)cccc2C)c(C)o1,.,-0.1%,.,11.2µM*,.,-14.2%,?,-61.7%,-20.6%
CCN(CC(=O)NCc1cccs1)C(=O)c1ccc(OC)c(OC)c1,i,0.0%,2.0,-20.0%,-1.8%,-0.5%,0.1%,-5.2%,-6.7%
OCC[C@@H]1C[C@@H](O)[C@H](O)[C@]2(CCc3ccccc3CO2)O1,i,-0.4%,-1.2,30.5%[activator],4.3%,-0.1%,-0.5%,25.9%,-14.8%
Cn1c(SCc2ccccc2)nc(N)c(N=O)c1=O,i,?,-1.0,?,.,-19.3%,-3.3%,10µM*,-4.0%
CCn1c(SCC(=O)NNC(=O)c2ccc(C)cc2)nnc1-c1ccco1,i,0.9%,1.4,-3.6%,0.2%,5.7%,6.7%,-12.5%,-12.1%
COC(=O)C1=C(C(=O)OC)[C@@H]2Nc3ccccc3[C@@]23C[C@@H](C(=O)OC)N(C(=O)C2CCC2)C3=N1,i,0.2%,1.7,1.0%,.,0.0%,2.7%,-0.6%,-13.5%
S=C(NCCc1ccncc1)Nc1cccc2ccccc12,i,-0.7%,1.4,-0.9%,-4.1%,4.0%,?,-3.0%,0.5%
CC(=O)Nc1ccc(-n2nnnc2SCC(=O)N2CCN(C(=O)c3ccco3)CC2)cc1,i,0.4%,0.8,0.0%,-0.4%,15.3%,-13.1%,-7.0%,5.5%
CC1CCN(S(=O)(=O)c2ccc(NC(=O)CN3CCOCC3)cc2)CC1,i,-0.3%,-1.1,-2.7%,-1.0%,7.7%,?,-0.1%,0.0%
O=C(Nc1ccccc1-c1nc2ccccc2[nH]1)c1ccc(N2C(=O)CCC2=O)cc1,i,-0.5%,-0.3,156.0%[activator],4.9%,-10.9%,-17.9%,-31.6%,-5.7%
Cc1ccsc1/C=C1\Oc2cc(O)ccc2C1=O,i,10.5%,-1.1,1.5%,.,.,.,-24.8%,-13.1%

# TGFb inhibitor, entries above that show a hit.
compound | Akt phos inh | Nrf2 activator | CCT chaperon mod | TGFb inhibitor | Mm-Cpn inhibitor
Cc1ccccc1-c1nc(CS(=O)(=O)CC(=O)Nc2c(C)cccc2C)c(C)o1 | . | -0.1% | . | 11.2µM* | .

# Further entries follow.
SMILES,Akt phos inh,Nrf2 activator,CCT chaperon mod,TGFb inhibitor,Mm-Cpn inhibitor,A549 tox,Nrf2 block,HepG2 viability,Abeta yeast res
O=C(CN1CCCCCC1)N/N=C/c1cccc(Cl)c1,i,0.2%,0.1,-4.8%,1.8%,1.9%,12.6%,-3.0%,6.3%
COC(=O)c1ccc(N2CCN(C(C)=O)CC2)c(NC(=O)c2cccnc2)c1,i,0.3%,-1.3,-1.9%,-12.6%,0.6%,-1.1%,-26.2%,25.4%
Cc1nnc2ccc(N3CCN(C(=O)c4ccccc4)CC3)nn12,i,-0.6%,0.8,4.7%,1.1%,0.7%,-8.3%,-5.0%,0.3%
COc1cc(-c2nc3sccn3c2Nc2c(C)cccc2C)ccc1O,.,10.1%,.,.,.,0.3%,8.8%,-3.8%,0.8%
c1ccc(-n2ncc3cccnc32)cc1,i,0.7%,-1.9,-1.6%,-0.8%,-0.6%,18.4%,0.3%,-21.9%
O=C(O)c1ccc(NS(=O)(=O)c2ccc3c(c2)C2C=CCC2C(c2ccccc2F)N3)cc1 (stereo not given),i,0.0%,-1.2,-1.6%,-8.2%,0.2%,8.8%,-0.6%,-17.9%
Cc1ccc(S(=O)(=O)N2CCN(C(=O)Cn3c(=O)cnc4ccccc43)CC2)c(C)c1,i,0.2%,2.6,0.0%,-5.0%,0.5%,-5.4%,10.4%,-1.6%
CCOC(=O)c1c(NC(N)=O)sc(C)c1C,i,1.6%,2.5,-1.5%,0.2%,-23.6%,-23.7%,1.9%,-19.5%
COc1cc(CC(=O)NC2CCCc3ccccc32)cc(OC)c1OC (stereo not given),i,-0.7%,-1.1,3.7%,0.6%,3.0%,?,-1.5%,20.1%
O=C(NC1CCCCC1)Nn1c(-c2ccccc2)nc2ccccc2c1=O,i,-0.7%,1.5,-15.1%,4.7%,?,12.6%,-6.9%,-4.4%
CCOc1ccccc1CNC(=O)Cn1ncn2nc(-c3cccs3)cc2c1=O,.,0.5%,.,0.5%,.,0.5%,-20.8%,5.4%,8.2%
Cc1noc(C)c1CSc1nc2ccccc2s1,i,12.2%,-0.4,-25.5%,0.2%,-1.6%,?,3.6%,-7.7%
CCn1c(SCC(=O)NCCc2ccccc2)nnc1-c1ccco1,i,-0.8%,0.1,-21.0%,1.5%,0.9%,-4.6%,5.0%,27.9%
O=C(OCc1ccccc1)N1CCC2CC1c1ccc(Cl)cc12 (stereo not given),i,5.2%,0.2,-2.5%,.,.,.,-22.9%,-7.5%
CC(=O)Nc1ccc(-c2ccnc3c2CC(C(=O)Nc2cccc(C(C)=O)c2)O3)cc1 (stereo not given),i,4.1%,-3.3,7.0%,.,.,.,-4.0%,9.2%
CN1CCN(C(=O)/C=C/c2ccc(Cl)c(Cl)c2)CC1,i,-0.4%,-1.3,6.5%,-1.4%,-0.5%,11.4%,2.8%,-13.9%
CCc1ccccc1N(CC)C(=O)CCc1nc(-c2ccc(C)cc2)no1,-116.3%*,1.3%,-1.9,?,0.8%,-32.5%,.,-6.1%,-1.2%
Cc1ccc(C)c(CC(=O)N2CCCCC2c2cc(C(=O)Nc3cccc(C#N)c3)no2)c1 (stereo not given),i,0.8%,-0.5,6.2%,.,.,.,-20.9%,-13.0%
